Bioassay records deposited in PubChem by National Center for Advancing Translational Sciences (NCATS).
ATXN viability – viability counter-screen for ATXN expression inhibitors | S2 cells (HEK-293 line with an ATXN2-luciferase reporter) viability, CellTiter-Fluor protease fluorescence, 24 h | 400,000 compounds, 0.49% hits | Potency, µM (highest dose often 56.7 µM), most hits filed as cytotoxic | AID 651635; note: potency is the fitted concentration of half-maximal effect; nearly all actives have a fitted effect of over 40% in size
EPAC2 ag – activates human EPAC2 exchange factor | 360,000 compounds, 0.079% hits | EPAC2 activation, biochemical qHTS; response scale: 100% = 6.5 mM cAMP response | Potency, µM (doses to about 154 µM), without a hit: at the highest dose activation, usual class: activators; note: potency is the fitted concentration of half-maximal effect; nearly all actives have a fitted effect of over 50% in size
Target sequence (Q8WZA2 whole entry, looked up): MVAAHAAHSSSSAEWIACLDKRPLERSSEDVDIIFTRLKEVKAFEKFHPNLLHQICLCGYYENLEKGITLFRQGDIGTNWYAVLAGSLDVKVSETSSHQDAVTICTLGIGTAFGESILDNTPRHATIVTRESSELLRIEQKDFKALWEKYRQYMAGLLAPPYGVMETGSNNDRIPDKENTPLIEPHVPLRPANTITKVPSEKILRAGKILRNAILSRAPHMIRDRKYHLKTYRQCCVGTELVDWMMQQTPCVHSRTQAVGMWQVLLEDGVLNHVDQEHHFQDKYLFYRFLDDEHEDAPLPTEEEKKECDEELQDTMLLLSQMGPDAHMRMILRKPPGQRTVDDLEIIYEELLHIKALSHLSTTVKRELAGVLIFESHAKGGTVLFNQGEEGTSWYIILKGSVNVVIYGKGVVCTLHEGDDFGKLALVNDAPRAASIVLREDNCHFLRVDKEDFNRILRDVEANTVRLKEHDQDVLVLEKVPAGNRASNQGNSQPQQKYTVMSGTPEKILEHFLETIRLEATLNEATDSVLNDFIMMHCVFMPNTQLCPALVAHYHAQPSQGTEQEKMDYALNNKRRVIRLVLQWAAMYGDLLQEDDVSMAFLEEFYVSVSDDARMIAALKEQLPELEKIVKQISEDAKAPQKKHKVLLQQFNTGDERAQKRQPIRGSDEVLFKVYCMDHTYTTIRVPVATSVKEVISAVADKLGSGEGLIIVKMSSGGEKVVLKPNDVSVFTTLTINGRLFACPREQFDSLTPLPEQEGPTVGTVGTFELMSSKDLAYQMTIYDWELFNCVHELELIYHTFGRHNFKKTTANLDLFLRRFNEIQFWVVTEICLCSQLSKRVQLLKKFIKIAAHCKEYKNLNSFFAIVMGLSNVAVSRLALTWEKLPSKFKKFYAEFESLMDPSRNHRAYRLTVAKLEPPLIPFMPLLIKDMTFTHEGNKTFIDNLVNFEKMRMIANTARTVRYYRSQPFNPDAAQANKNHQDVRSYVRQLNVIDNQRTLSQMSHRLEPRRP
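EPAC2 (100 nM) mixed with Rap1B loaded with BODIPY-GDP (250 nM) plus 50 uM unlabeled GDP; compounds pinned in, 5 min RT, then read every 5 min for 30 min (ex 480, em 540 nm). Normalized to cAMP control.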
A549 viability – kills or reduces viability of A549 cells in Nrf2 counter-screen | A549 ARE-Fluc cells, CellTiter-Fluor viability, 18-24 h | Potency, µM (series often up to 46 µM), for the others: top-dose activity change, negative = cytotoxicity, hits mostly inhibitors | 390,000 compounds, 0.16% hits; note: potency is the fitted concentration of half-maximal effect; % is set by controls: 0 for no effect and ±100 for the full control effect
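A549 ARE_Fluc cells in 5% FBS OPTI-MEM were exposed to compounds in concentration-response for 18-24 h at 37 deg C. Viability was read by CellTiter-Fluor fluorescence (Ex 405/Em 525) after 30 min, before the luciferase read.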
Nrf2 inh – Nrf2 pathway inhibition; A549 ARE-Fluc reporter, luciferase luminescence, 18-24 h; 360,000 compounds, 2.1% hits; Potency, µM (series often up to 46 µM), inactives show top-dose activity change, negative = inhibition, actives largely listed as inhibitors; AID 504444; note: potency is the fitted concentration of half-maximal effect; % is set by controls: 0 for no effect and ±100 for the full control effect; nearly all actives have a fitted effect of over 60% in size
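Concentration-response testing used A549 ARE_Fluc cells at 5000 cells/well. Following an 18-24 h compound incubation, viability was read by fluorescence (Ex 405/Em 525) and luciferase output by luminescence.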
IL2 activator – IL-2 activation. activation, % (series mostly up to about 46 µM). AID 652025. IL-2 activation reporter assay, cell-based qHTS; stimulated with anti-CD3/CD4/CD28 beads; in transgenic mouse T cells. 360,000 compounds, 0.065% hits; in the data active = activation above about 50%; inconclusive = mostly about 30% to 49%; note: 0% is about no effect
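Unstimulated transgenic mouse T cells preincubated 60 min with compound, then stimulated with anti-CD3/anti-CD4-coated beads plus anti-CD28 for 18 h at 37 degrees C. IL-2 response read as EGFP and DsRed fluorescence by plate cytometry.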
Nrf2 ARE act – activates Nrf2 signaling; Potency, µM (top dose mostly 46.1 µM), inactives show at the top dose activation, usual class: activators; AID 624171; AREc32 ARE-luciferase reporter (MCF7-derived line), luminescence, 24 h; 410,000 compounds, 0.31% hits; note: potency is the fitted concentration of half-maximal effect; % of control where 0% means no effect; nearly all actives have a fitted effect of over 65% in size
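Nrf2 activation is followed as ARE-luciferase induction in the AREc32 line after one day of compound treatment; luminescence is read with Steady-Glo.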
TGFb SMAD3 inh – TGF-b pathway inhibition | Potency, µM (titrated, usually from 46.1 µM), inactives show at the top dose activity, negative = inhibition, usual class: inhibitors | HepG2 CAGA-GFP TGF-b/SMAD3 reporter, GFP fluorescence, 18 h; TGF-beta stimulated, 500 pg/mL final | 410,000 compounds, 1.2% hits; note: potency is the fitted concentration of half-maximal effect; % is set by controls: 0 for no effect and ±100 for the full control effect; nearly all actives have a fitted effect of over 65% in size
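Cell-based qHTS in HEPG2 carrying a CAGA-GFP Smad reporter; compounds added before 500 pg/mL final TGF-beta, 18 h incubation at 37 degrees C, GFP fluorescence quantified per cell by imaging cytometry.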
ATXN2 expr inh – ATXN2 expression inhibition; HEK-293 ATXN2-luciferase reporter, luminescence, 24 h; Potency, µM (doses to about 57 µM), inactives show at the top dose activity change, negative = inhibition, actives largely listed as inhibitors; 360,000 compounds, 0.72% hits; AID 1745845; note: potency is the fitted concentration of half-maximal effect; % is set by controls: 0 for no effect and ±100 for the full control effect; nearly all actives have a fitted effect of over 55% in size
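qHTS (up to 57 uM final) was run with 24 h compound exposure of reporter cells at 37 °C. Each well was multiplexed: SteadyGlo luminescence measured ATXN2-luciferase expression after a fluorogenic Gly-Phe-AFC viability readout (25 uM final).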
HepG2 tox – kills HepG2 cells in TGF-b inhibitor counter-screen; 410,000 compounds, 0.76% hits; HepG2 CAGA-GFP viability, ATP luminescence, 18 h; Potency, µM (doses to about 46.1 µM), inactives show at the highest dose activity change, negative = cytotoxicity, hits mostly cytotoxic; note: potency is the fitted concentration of half-maximal effect; some results filed as inactive show a strong effect at the top dose
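CellTiter-Glo luminescence gave cytotoxicity after 18 hours at 37 degrees C. The cells were HepG2 CAGA-GFP in 1% FBS DMEM, stimulated with 500 pg/mL TGF-beta after compound addition. %Activity was normalised to no-cell wells (complete cell-killing) and DMSO (no toxicity), and curves were fitted and classified.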
An asterisk follows results filed as active; i = inactive; ? = inconclusive; / = no result given; & = joins results of further samples; [ ] = dose if it differs, or a comment. Unless noted, calls come from the whole dose curve; as a rule, active = well fitted curve in the direction sought with a large enough effect; inconclusive = small, poorly fitted or top-dose-only effect, or another doubt; inactive = no such curve, though single readings can be large; an effect the other way counts as inactive or inconclusive.

SMILES	ATXN viability	EPAC2 ag	A549 viability	Nrf2 inh	IL2 activator	Nrf2 ARE act	TGFb SMAD3 inh	ATXN2 expr inh	HepG2 tox
Cc1ccc(N2C(=O)N(CC(=O)C(C)(C)C)c3ccccc3S2(=O)=O)cc1C	i	/	1%	/	/	-0.8%	-6%	-17%	-2%
O=C1C=C(c2cccc(Cl)c2O)C[C@@H](c2ccc(F)cc2)C1	i	13%	4%	8%	-0.1	0.8%	?	-4%	-28%
O=C(Nc1nccs1)c1ccc(Cl)c(S(=O)(=O)N2CCOCC2)c1	i	5%	0%	-17%	0.4	4.5%	?	6%	-23%
COc1ccc(CNC(=O)CCn2c(=O)[nH]c3ccccc3c2=O)cc1	i	-4%	1%	-31%	0.4	0.2%	0%	-12%	-17%
Cc1nn(CC(=O)NCC2CCCO2)c(C)c1[N+](=O)[O-] (centres undefined)	i	10%	0%	0%	-0.6	0.5%	-4%	4%	7%
COc1ccc(Cl)cc1C(=O)NNC(=O)CNC(=O)c1ccco1	i	11%	-1%	-3%	-0.8	0.6%	-13%	0%	-8%
COc1cc(/C=N/N(c2ccccc2)c2ccccc2)ccc1O	i	22%	1%	-4%	-1.0	-0.5%	?	?	-85%
Cn1c(COc2ccccc2)nnc1SCCSc1nnc(COc2ccccc2)n1C	i	3%	-3%	0%	-3.5	-0.1%	0%	-10%	2%
CN(C)c1ccc(NC(=O)Cn2c(=O)n(Cc3ccccc3)c(=O)c3ccccc32)cc1	?	-8%	-10%	7%	-1.1	-0.3%	0%	-8%	-5%
CC(C)/C=N/NC(=O)c1cccc(N2CCCC2=O)c1	i	0%	0%	16%	-0.2	0.7%	3%	2%	-3%
Cc1ccc(Cl)cc1NC(=O)COc1ccccc1	?	4%	12%	13%	0.6	12%	19%	/	-15%
CCC1(c2ccc(F)cc2)NC(=O)N(CC(=O)N2c3ccccc3CC2C)C1=O (centres undefined)	i	4%	0%	-23%	2.3	0.7%	-15%	/	-30%
COc1ccc(N2CC(NC(=O)c3cc4ccccc4o3)CC2=O)cc1OC (centres undefined)	i	/	-2%	/	/	-0.4%	-16%	-4%	0%
CCOc1ccc(-c2nonc2NC(=O)c2oc3cc(Br)ccc3c2C)cc1	?	/	-1%	7%	/	-1.6%	7.1µM*	-15%	-30%
CCOc1ccc(C2Nc3c(C)cccc3-c3cc(C)nn32)cc1 (centres undefined)	i	/	-5%	-15%	/	5.0%	?	-20%	-20%
CCc1c(C)nc(SCC(=O)NC2CCCC2)[nH]c1=O	i	3%	1%	?	0.1	0.4%	1%	5%	11%
O=C1CN(C(=O)c2ccco2)C(c2ccccc2)c2cc(Cl)ccc2N1 (centres undefined)	?	-5%	-14%	-9%	-0.1	4.9%	?	-1%	-11%
O=C1c2cccc3cc([N+](=O)[O-])cc(c23)C(=O)N1CC1CCCO1 (centres undefined)	/	-5%	-28%	?	8.2	6.3%	4%	-22%	-18%
CC(C)Cn1c(N)c(C=O)c(=O)n(C)c1=O	i	-1%	2%	6%	0.4	-0.1%	-17%	-12%	6%
COc1cc(C2C(C(=O)c3cccs3)=C(O)C(=O)N2CCN2CCOCC2)cc(OC)c1OC (centres undefined)	i	-7%	6%	0%	0.4	0.3%	?	17%	4%
CCCOc1ccc(N2C(=O)CC(N(CCc3ccc(OC)cc3)C(=O)c3cccc(F)c3)C2=O)cc1 (centres undefined)	i	2%	-13%	/	3.5	-0.3%	5%	2%	14%
Cn1c(-c2ccccc2)cnc1NCc1cccc([N+](=O)[O-])c1	i	14%	-7%	-12%	0.9	0.2%	-10%	-3%	-16%
Cc1cc(C(=O)NNC(=S)NC2CCCCC2)cs1	i	0%	-11%	?	-0.9	2.8%	-5%	23%	-4%
Cc1ccc(NS(=O)(=O)c2cc3c4c(c2)CC(=O)N4CCC3)cc1C	i	9%	-3%	?	-2.6	0.0%	6%	-6%	5%
CSCCCNC(=S)Nc1ccc(N2CCOCC2)cc1	i	-5%	4%	8%	-0.2	3.7%	23%	-5%	2%
COC(=O)c1ccc(NC(=O)COc2ccc(S(=O)(=O)N3CCCCC3)cc2)cc1	i	3%	-14%	/	0.1	0.0%	-17%	-11%	-1%
CCOc1ccccc1NC(=O)CSc1nccn1-c1ccc(Cl)cc1	/	/	17%	/	/	-1.1%	0%	/	-1%
CC(=O)Nc1ccc(S[C@@H](CCN2CC[C@H](C(C)(C)C)CCC2=O)c2ccccc2)cc1	32µM*	-2%	-16%	?	-0.8	4.6%	?	?	-34%&-42%
CC(C)Cc1nnc(NC(=O)C2CC(=O)N(c3ccc4c(c3)OCCO4)C2)s1 (centres undefined)	i	4%	9%	-20%	-3.3	0.0%	?	-8%	-21%
CC(=O)Nc1nc(C)c(C(C)(C)C)s1	i	6%	2%	-2%	-1.1	0.4%	21%	22%	24%
Cn1ncc([N+](=O)[O-])c1C(=O)Nc1ccc(Cl)cc1	i	15%	1%	-2%	-2.2	2.2%	-5%	-10%	-67%
CC(=O)c1cccc(NC(=O)Cn2c(C)c3cnn(-c4ccccc4)c(=O)c3c2C)c1	i	/	8%	4%	/	3.1%	?	-6%	-12%
O=C1C=C(c2ccc3c(c2)OCO3)C[C@@H](c2ccc(F)cc2)C1	i	11%	-5%	11%	0.3	-0.1%	-1%	6%	-8%
O=C(NNC(=O)c1ccccc1O)c1ccc(Cl)cc1	i	3%	-4%	-46%	-3.3	-0.7%	-9%	-22%	-26%
CCOC(=O)N1CCC(N2Cc3cccc(C(=O)NCc4ccccc4OC)c3C2=O)CC1	i	-1%	-5%	8%	-0.2	-0.9%	-28%	2%	-1%
COc1ccc(CCNc2ncnc3onc(C)c23)c(OC)c1	i	/	0%	?	/	0.2%	-4%	?	-9%
COc1cc2c(cc1OC)CN(CCC(C)c1ccc(Cl)cc1)CC2 (centres undefined)	i	8%	7%	2%	-0.1	0.4%	?	-23%	-24%
COc1ccc(C(CNC(=O)c2ccc(F)cc2)N2CCCC2)cc1 (centres undefined)	/	/	0%	4%	/	3.2%	-9%	/	-9%
CC(C)OC(=O)CSc1nnc2n1C(C)(C)Cc1ccccc1-2	i	7%	/	2%	-2.5	0.3%	?	1%	-12%
CSc1nc2sc3c(c2c(=O)n1CC(C)C)CC(C)(C)OC3	/	14%	-1%	-15%	-3.4	-1.6%	7%	-17%	0%
CCCc1nnc(NC(=O)C2CCN(C(=O)C3CC(=O)N(c4ccc(C)cc4)C3)CC2)s1 (centres undefined)	i	9%	3%	-8%	-2.8	0.4%	-5%	2%	-10%
COc1ccccc1NC(=O)C(C)OC(=O)C1CC(=O)N(Cc2ccco2)C1 (centres undefined)	i	-4%	/	/	0.1	0.4%	-11%	/	-12%
CC(C)(CCl)C(=O)Nc1ccc(Sc2ccc(F)cc2)cc1	i	6%	?	?	-4.4	4.5%	0%	2%	-28%
COc1ccc(NC(=S)NCc2cccnc2)cc1OC	i	3%	6%	6%	0.4	-0.2%	26%	-18%	-1%
COc1ccccc1N(Cc1ccccc1)S(=O)(=O)c1cccc(C(=O)O)c1	i	1%	0%	0%	2.0	-0.9%	-10%	-10%	8%
COc1cccc(CN=CC2=C(O)CC(C)(C)CC2=O)c1OC	?	0%	-2%[1.84 µM]	9%	-1.5	0.0%	?	11%	7%
COc1cc(C)c(COc2ncnc3ccccc23)cc1OC	i	12%	2%	-27%	-0.1	0.0%	14%	-7%	-16%
Cc1[nH]n2c(=O)cc(Cc3ccccc3)nc2c1C#N	i	-3%	-1%	30%	-0.3	0.1%	-10%	1%	-2%
Cc1ccc(C(=O)OCC(=O)NC(C)c2ccccc2)cc1C (centres undefined)	i	-2%	-9%	0%	-2.4	0.0%	?	-16%	-34%
COc1ccc(-c2cc(NC=O)c3ncc(-c4ccc(C(C)=O)cc4)n3c2)cc1OC	?	6%	/	/	-0.6	-0.6%[9.22 µM]	-4%	-29%	0%

9 entries already listed, arranged by SMILES length, falling.
SMILES	ATXN viability	EPAC2 ag	A549 viability	Nrf2 inh	IL2 activator	Nrf2 ARE act	TGFb SMAD3 inh	ATXN2 expr inh	HepG2 tox
CCCc1nnc(NC(=O)C2CCN(C(=O)C3CC(=O)N(c4ccc(C)cc4)C3)CC2)s1 (centres undefined)	i	9%	3%	-8%	-2.8	0.4%	-5%	2%	-10%
COc1ccc(-c2cc(NC=O)c3ncc(-c4ccc(C(C)=O)cc4)n3c2)cc1OC	?	6%	/	/	-0.6	-0.6%[9.22 µM]	-4%	-29%	0%
COc1ccccc1N(Cc1ccccc1)S(=O)(=O)c1cccc(C(=O)O)c1	i	1%	0%	0%	2.0	-0.9%	-10%	-10%	8%
CC(C)OC(=O)CSc1nnc2n1C(C)(C)Cc1ccccc1-2	i	7%	/	2%	-2.5	0.3%	?	1%	-12%
CC(C)(CCl)C(=O)Nc1ccc(Sc2ccc(F)cc2)cc1	i	6%	?	?	-4.4	4.5%	0%	2%	-28%
Cc1ccc(C(=O)OCC(=O)NC(C)c2ccccc2)cc1C (centres undefined)	i	-2%	-9%	0%	-2.4	0.0%	?	-16%	-34%
Cc1[nH]n2c(=O)cc(Cc3ccccc3)nc2c1C#N	i	-3%	-1%	30%	-0.3	0.1%	-10%	1%	-2%
COc1cc(C)c(COc2ncnc3ccccc23)cc1OC	i	12%	2%	-27%	-0.1	0.0%	14%	-7%	-16%
COc1ccc(NC(=S)NCc2cccnc2)cc1OC	i	3%	6%	6%	0.4	-0.2%	26%	-18%	-1%
